Pax4 mRNA alpha TC1: activators of Pax4 gene expression, primary screen, RT-PCR, mouse alpha TC1 cells, single point (AID 1053180); mouse alpha TC1 cells, Pax4 mRNA qPCR, 6 days; stronger effect = higher value; 100% = Pax4 plasmid added at qPCR; activation, % at 10 µM; 0.2% of 9,600 active;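 active means highest normalized replicate activity of 15 or more, or at least half the replicates reach 15 or more; inactive means neither condition met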;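 further: pax4 Ct normalized to GAPDH with activation seen as lower delta delta Ct; plate controls were plate neutral control wells for no effect and Pax4 plasmid positive control for full effect; each compound tested in two replicate wells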
DLD1 CTGF mRNA: YAP1 pathway inhibitors via CTGF transcript, primary screen, DLD1 colon cancer cells, RT-qPCR, single point (AID 743449); DLD1 CTGF mRNA qPCR, 24 h; stronger effect = higher value; inhibition, % at 12.5 µM; 0.9% of 9,900 active;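 active means mean normalized replicate activity at least 50 and at least half of replicates each reaching 50; inconclusive means only one of the two criteria met; inactive means neither criterion met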;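 further: 0% = neutral control wells and 100% = dasatinib control wells; higher means stronger suppression of CTGF expression like dasatinib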
Numbers without * were called inactive; ? = inconclusive; . = no result given; & = joins results of further samples. These rows are one share of the data, so the mix of outcomes need not match the whole.

Molecule	Pax4 mRNA alpha TC1	DLD1 CTGF mRNA
COc1ccc2c3c(n(C)c2c1)[C@H](CO)NCC31CCN(C(=O)Nc2ccc(F)cc2F)CC1	0.2	22
O=C(C1CC1)N1CC2(C1)[C@H](c1ccccc1)[C@H](CO)N2S(=O)(=O)c1ccccc1	.	-24
Cc1ccc(S(=O)(=O)N(C)C[C@@H]2OCCCC[C@H](C)Oc3ccc(NC(=O)c4ccncc4)cc3C(=O)N([C@H](C)CO)C[C@@H]2C)cc1	0.0	-4
COc1ccc2c3c(n(C)c2c1)[C@H](CO)N(C(=O)Cc1ccccn1)CC31CCN(C)CC1	0.0	9
CCS(=O)(=O)N1CCCCN2[C@H](CO)[C@@H](c3ccc(-c4ccc(C(=O)N(C)C)cc4)cc3)[C@H]2C1	0.0	-12
COc1ccc(NC(=O)N[C@@H]2CC[C@H](CCNC(=O)CN3CCOCC3)O[C@@H]2CO)cc1	0.0	-18
O=C(CC(F)(F)F)N1C[C@H]2[C@@H](c3ccccc31)[C@@H](CO)N2C(=O)C1CCCCC1	0.0	-35
CCC(=O)N1CC2(CCN(Cc3ccc(Cl)cc3)CC2)c2c(n(C)c3cc(OC)ccc23)[C@H]1CO	0.5	-35
O=C(C1CCC1)N1CCCCN2[C@H](CO)[C@H](c3ccc(-c4ccncc4)cc3)[C@H]2C1	0.0	-28
CC(C)CC#Cc1ccc([C@@H]2[C@H]3CN(C(=O)c4ccccn4)CC(=O)N3[C@H]2CO)cc1	0.0	21
Cc1noc(C)c1S(=O)(=O)N(C)C[C@@H]1OCCCC[C@@H](C)Oc2ccc(NS(=O)(=O)c3cn(C)cn3)cc2C(=O)N([C@H](C)CO)C[C@@H]1C	0.0	-21
C[C@@H]1CCCCO[C@@H](CN(C)C(=O)Nc2ccc(C(F)(F)F)cc2)[C@@H](C)CN([C@H](C)CO)C(=O)c2cc(NS(=O)(=O)c3cn(C)cn3)ccc2O1	0.0	-16
COc1ccccc1-c1ccc([C@H]2[C@H](CO)N3CCCCN(C(=O)c4cccnc4)C[C@@H]23)cc1	0.0	?
CCNC(=O)c1cc2c(c(-c3cccc(-c4cccnc4)c3)n1)[C@@H](CCO)N(S(C)(=O)=O)C2	0.0	-34
CCCNC(=O)N1CC(=O)N2[C@@H](CO)[C@@H](c3ccc(C#CCC4CCCC4)cc3)[C@@H]2C1	0.0	-20
Cc1ccccc1S(=O)(=O)N1CC[C@@H]2[C@@H](CO)Nc3ccc(-c4ccc(F)cc4)cc3[C@@H]21	1.0	-114
Cc1cc(C(=O)Nc2ccc3c(c2)C(=O)N(C)[C@@H]2CC[C@H](CC(=O)O)O[C@@H]2CO3)no1	0.0	-20
N#C[C@@H]1[C@H](c2ccc(-c3cncnc3)cc2)[C@@H](CO)N1C(=O)Cc1ccccc1	1.1	-9
CN1CCN(C(=O)c2cc3c(c(-c4cccc(C5=CCCC5)c4)n2)[C@H](CCO)N([S@@](=O)C(C)(C)C)C3)CC1	0.0	7
O=C(CCN1CCCCC1)NCC[C@H]1CC[C@H](NS(=O)(=O)c2cccc(Cl)c2)[C@@H](CO)O1	0.0	17
CN(C)CC(=O)N1C[C@@H]2N[C@H](C1)C2c1ccc(-c2ccccc2F)cc1 (stereo partly drawn)	0.1&0.0	-46&-18
C[C@H]1CN([C@@H](C)CO)C(=O)c2cc(NC(=O)Cn3cnnn3)ccc2O[C@@H]1CN(C)Cc1ccc(C(=O)Nc2ccccc2N)cc1	0.0	-11
COc1ccc(C#Cc2ccc([C@H]3[C@@H](CO)N4CCCCN(C)C[C@@H]34)cc2)cc1	0.0	-65
CO[C@@H]1CN(C)C(=O)c2cc(NC(=O)Nc3cccc(Cl)c3)ccc2OC[C@@H](C)N(C(=O)Nc2c(C)noc2C)C[C@@H]1C	0.0	-5

Full records as entered above:
N#C[C@@H]1[C@H](c2ccc(-c3cncnc3)cc2)[C@@H](CO)N1C(=O)Cc1ccccc1 is entered as Pax4 mRNA alpha TC1: 1.1; DLD1 CTGF mRNA: -9
CN1CCN(C(=O)c2cc3c(c(-c4cccc(C5=CCCC5)c4)n2)[C@H](CCO)N([S@@](=O)C(C)(C)C)C3)CC1 is entered as Pax4 mRNA alpha TC1: 0.0; DLD1 CTGF mRNA: 7

Other entries
Molecule	Pax4 mRNA alpha TC1	DLD1 CTGF mRNA
COc1ccc(S(=O)(=O)Nc2ccc3c(c2)C(=O)N([C@H](C)CO)C[C@H](C)[C@H](CN(C)Cc2ccc(C(F)(F)F)cc2)OCCCC[C@@H](C)O3)cc1	0.0	-4
O=C(CC1CC1)N1CC(=O)N2[C@@H](CO)[C@H](c3ccc(/C=C/c4ccccc4)cc3)[C@@H]2C1	0.0	52*
COc1ccc2c3c(n(C)c2c1)[C@@H](CO)NCC31CCN(Cc2cc(F)ccc2F)CC1	0.5	-10
C[C@@H]1CN([C@@H](C)CO)C(=O)c2cc(-c3ccc(C#N)cc3)cnc2O[C@@H]1CN(C)Cc1cccnc1	0.0	19
O=C(c1ccncc1)N1CC2(C1)[C@H](c1ccccc1)[C@@H](CO)N2CC1CC1	.	-53
CO[C@@H]1CN(C)C(=O)c2cc(NS(=O)(=O)c3ccccc3C)ccc2OC[C@@H](C)N(S(=O)(=O)c2ccccc2)C[C@H]1C	0.0	75*
C[C@@H]1CN([C@H](C)CO)C(=O)c2cc(N(C)C)ccc2O[C@@H](C)CCCCO[C@@H]1CN(C)C(=O)NC1CCCCC1	0.0	-17
C/C=C/c1ccc(C2[C@@H]3CN(C(=O)Nc4ccccc4F)C[C@H]2N3)cc1 (stereo partly drawn)	0.0&0.0	14&-20
CC(C)(O)C#Cc1ccc([C@H]2[C@H]3CN(S(C)(=O)=O)CCCCN3[C@H]2CO)cc1	0.0	23
CO[C@@H]1CN(C)C(=O)c2ccc(NC(=O)c3nc4ccccc4s3)cc2OC[C@H](C)N(Cc2cccnc2)C[C@@H]1C	0.0	-14
COc1ccc(S(=O)(=O)Nc2ccc3c(c2)C(=O)N([C@H](C)CO)C[C@H](C)[C@@H](CN(C)Cc2ccc(C(F)(F)F)cc2)OCCCC[C@H](C)O3)cc1	0.0	-46
COc1ccc2c3c([nH]c2c1)[C@@H](CO)N(C(=O)C1CCOCC1)CC31CCN(Cc2cccc(F)c2)CC1	0.2	-29
CC(C)C#Cc1ccc([C@@H]2[C@H]3CN(C(=O)Cc4ccccc4)CC(=O)N3[C@H]2CO)cc1	0.0	18
C[C@@H]1CN([C@H](C)CO)C(=O)c2cc(NS(C)(=O)=O)ccc2O[C@@H](C)CCCCO[C@@H]1CN(C)C(=O)Cc1ccccc1	0.0	-2
C[C@H]1CCCCO[C@@H](CN(C)C(=O)Cc2ccccc2)[C@@H](C)CN([C@@H](C)CO)C(=O)c2cc(NS(C)(=O)=O)ccc2O1	0.0	3
C[C@@H]1CN([C@@H](C)CO)C(=O)c2cc(NC(=O)C3CCCCC3)ccc2O[C@@H]1CN(C)Cc1ccc2c(c1)OCO2	0.0	-10
CO[C@@H]1CN(C)C(=O)c2ccc(NC(=O)Nc3ccccc3F)cc2OC[C@@H](C)N(CC2CC2)C[C@H]1C	0.0	13
COc1ccccc1NC(=O)N1[C@@H](C#N)[C@@H](c2ccccc2)[C@@H]1CO	0.0	4
COc1ccc(S(=O)(=O)N2CC[C@@H]3[C@H]2c2cc(Br)ccc2N[C@@H]3CO)cc1	0.0	-10
Cc1noc(C)c1NC(=O)Nc1ccc2c(c1)C(=O)N([C@@H](C)CO)C[C@@H](C)[C@H](CN(C)S(=O)(=O)c1cccs1)OCCCC[C@H](C)O2	0.0	-29
N#C[C@H]1[C@H](c2ccccc2C2=CCCC2)[C@H](CO)N1C(=O)NC1CCCCC1	0.0	15
CN1c2ccc(Br)cc2[C@@H]2[C@@H](CCN2C(=O)Cc2ccccc2)[C@@H]1CO	0.0	9
CN(C)C(=O)c1cccc(-c2ccc3c(c2)[C@@H]2[C@@H](CCN2C(=O)c2cnccn2)[C@H](CO)N3)c1	0.0	-6
C[C@@H]1CCCCO[C@H](CN(C)S(=O)(=O)c2ccccc2)[C@H](C)CN([C@@H](C)CO)C(=O)c2cc(NC(=O)Nc3ccc4c(c3)OCO4)ccc2O1	0.0	?
C[C@H]1COCc2cnnn2CC[C@H](Cc2ccccc2)C(=O)N1	0.0	-5
COc1ccccc1C(=O)Nc1ccc2c(c1)C(=O)N(C)[C@H]1CC[C@H](CC(=O)Nc3cc(F)ccc3F)O[C@@H]1CO2	0.0	?
C[C@H](NC(=O)C[C@@H]1CC[C@H]2[C@@H](COC[C@@H](O)CN2C(=O)Nc2cccc(Cl)c2)O1)c1ccccc1	0.0	-19
O=C(C[C@@H]1C[C@H]2c3cc(NC(=O)C4CCOCC4)ccc3O[C@H]2[C@@H](CO)O1)NCCN1CCCCC1	0.0	25
COc1ccccc1S(=O)(=O)N1CC[C@@H]2[C@H]1c1cc(C#CC3CCCCC3)ccc1N[C@@H]2CO	0.0	-29
Cc1ccccc1-c1ccc2c(c1)O[C@@H](CN(C)C(=O)Nc1ccc(C(F)(F)F)cc1)[C@H](C)CN([C@H](C)CO)S2(=O)=O	0.3	19
CC(=O)N1[C@H](CO)[C@H](c2ccccc2)[C@@H]1CN(CC(C)C)C(=O)c1ccccn1	0.0	-10
O=C(O)C[C@@H]1CC[C@H]2[C@@H](COC[C@H](O)CN2S(=O)(=O)c2ccc(Oc3ccccc3)cc2)O1	0.0	-8
O=C(C[C@@H]1CC[C@H](NC(=O)C2CC2)[C@@H](CO)O1)Nc1ccccc1	0.0	-6
COCC(=O)Nc1ccc2c(c1)C(=O)N(C)C[C@H](OC)[C@H](C)CN(C(=O)c1ccncc1)[C@H](C)CO2	0.0	-6
COc1ccc(-c2ccc(C3[C@H]4CNC[C@@H]3N4Cc3cncnc3)cc2)cc1 (stereo partly drawn)	0.0	19
N#Cc1ccc(-c2ccc([C@@H]3[C@H]4CNCC(=O)N4[C@H]3CO)cc2)cc1	0.0	-11
Cc1ccccc1S(=O)(=O)Nc1ccc2c(c1)C(=O)N(C)[C@@H]1CC[C@@H](CC(=O)O)O[C@H]1CO2	0.0	4
C[C@@H]1CN([C@@H](C)CO)C(=O)c2ccccc2-c2ccccc2CO[C@H]1CN(C)S(=O)(=O)c1cccc(C#N)c1	0.0	-11
CN1CCN(C(=O)C[C@@H]2CC[C@H]3[C@@H](COC[C@@H](O)CN3CC3CCCCC3)O2)CC1	0.0	-18
COc1ccc(NC(=O)N2CCCCN3[C@H](CO)[C@H](c4ccc(-c5ccccc5F)cc4)[C@@H]3C2)cc1	0.0	-12
COc1ccc2c3c(n(C)c2c1)[C@H](CO)N(C(=O)c1ccncc1)CC31CN(C(C)=O)C1	0.0	24
O=C(C[C@H]1CC[C@@H](NS(=O)(=O)c2ccccc2F)[C@@H](CO)O1)NCCCN1CCOCC1	0.0	-25
CC(C)N(C[C@@H]1[C@@H](c2ccccc2)[C@H](CO)N1S(C)(=O)=O)C(=O)CN(C)C	0.0	-16
Cn1cnc(CCNC(=O)C[C@@H]2CC[C@H]3[C@@H](COC[C@@H](O)CN3C(=O)Nc3ccc(C(F)(F)F)cc3)O2)c1	0.0	-2
C[C@@H]1CN([C@@H](C)CO)C(=O)c2cc(NC(=O)CCCN(C)C)ccc2O[C@@H]1CN(C)Cc1ccc(Cl)c(Cl)c1	0.0	5
CC(C)NC(=O)NCC[C@@H]1CC[C@H](NS(=O)(=O)c2ccc(Oc3ccccc3)cc2)[C@H](CO)O1	0.0	4
C[C@@H]1CN([C@@H](C)CO)C(=O)c2cc(NS(=O)(=O)c3cn(C)cn3)ccc2O[C@@H]1CN(C)S(=O)(=O)c1ccc(F)cc1	0.0	-18
N#C[C@H]1[C@@H](c2ccccc2-c2ccccc2F)[C@H](CO)N1C(=O)c1ccccn1	0.0	37
Cc1cccc(S(=O)(=O)N[C@@H]2CC[C@H](CCNC(=O)Nc3cc(F)ccc3F)O[C@@H]2CO)c1	0.0	-12
COc1ccc(-c2ccccc2[C@@H]2[C@@H](C#N)N(C(=O)c3cccnc3)[C@@H]2CO)cc1	0.0	9
COc1ccc(C(=O)N2C[C@@H]3[C@H](c4ccccc42)[C@@H](CO)N3C(=O)NC(C)C)cc1	0.0	-4
C[C@H]1CN([C@@H](C)CO)C(=O)CCCn2nncc2CO[C@H]1CN(C)C(=O)Nc1ccnc(N2CCOCC2)c1	0.0	-41
OC[C@H]1[C@@H](c2ccccc2)C2(CN(Cc3nccs3)C2)N1Cc1cc(F)ccc1F	.	-21

From PubChem
